Source: PubChem (The Scripps Research Institute Molecular Screening Center)
PAFAH1B3 FP inh: PAFAH1B3 enzyme inhibitors, primary screen, biochemical, fluorescence polarization, human. 0.28% of 340,000 active. AID 492972, 2010. recombinant PAFAH1B3, FP-rhodamine probe. inhibition, % at 3.39 µM;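 active = inhibition above the screen-wide average of all tested compounds plus 3 SD, cut at about 25% in these data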;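 also: 0% = enzyme with DMSO only and 100% = wells lacking PAFAH1B3 protein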
GSTO1 inh: inhibitors of recombinant GSTO1, primary screen, counter-screen for RBBP9 inhibitor project, biochemical, fluorescence polarization; activity-based probe fluorescence polarization; inhibition, % at 5.96 µM; 1.1% of 300,000 active;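 active = inhibition above the campaign mean inhibition plus 3 SD, cut at about 35% in these data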;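 also: 0% = GSTO1-1 with DMSO and 100% = wells lacking GSTO1-1 enzyme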
Target sequence (P78417 whole entry, looked up): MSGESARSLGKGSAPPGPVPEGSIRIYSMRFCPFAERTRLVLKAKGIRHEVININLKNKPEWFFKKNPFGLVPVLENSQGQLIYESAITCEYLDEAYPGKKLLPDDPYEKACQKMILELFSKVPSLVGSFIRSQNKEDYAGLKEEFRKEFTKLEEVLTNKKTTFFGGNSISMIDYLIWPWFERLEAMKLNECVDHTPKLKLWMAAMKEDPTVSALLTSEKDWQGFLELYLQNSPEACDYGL
PAD4 FP inh: human PAD4 inhibitors, primary screen, biochemical, fluorescence polarization, 1536-well format. inhibition, % at 6.36 µM. recombinant PAD4, RCA probe fluorescence polarization. 0.41% of 330,000 active. AID 485272, 2010;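 active = percent inhibition above a cutoff equal to the mean of all tested compounds plus 3 SD, cut at about 15% in these data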;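 also: 0% = PAD4 with RCA probe and DMSO and 100% = probe without PAD4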
PAFAH1B2 inh: PAFAH1B2 enzyme inhibitors, primary screen, biochemical, fluorescence polarization, human | Platelet-activating factor acetylhydrolase IB subunit alpha2 (Homo sapiens), P68402 | recombinant PAFAH1B2, FP-rhodamine activity probe | inhibition, % at 3.39 µM | 1.2% of 340,000 active;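 active = inhibition above the mean of all tested compounds plus 3 SD, cut at about 24% in these data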;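 also: 0% = enzyme with DMSO and 100% = wells lacking PAFAH1B2; many of its hits are not listed in these tables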
Target sequence (P68402 whole entry, looked up): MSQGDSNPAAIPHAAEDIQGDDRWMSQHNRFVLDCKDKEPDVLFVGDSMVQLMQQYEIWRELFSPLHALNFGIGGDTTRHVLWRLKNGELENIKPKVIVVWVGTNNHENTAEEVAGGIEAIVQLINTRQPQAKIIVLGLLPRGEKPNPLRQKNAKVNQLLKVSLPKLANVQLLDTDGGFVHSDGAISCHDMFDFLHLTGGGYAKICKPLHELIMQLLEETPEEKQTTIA
LYPLA1 inh: LYPLA1 inhibitors, primary screen, counter-screen for PME1 inhibitor project, biochemical, fluorescence polarization, FP-Rh probe ABPP; 0.16% of 320,000 active; AID 2174, 2009; inhibition, % at 5.9 µM; recombinant LYPLA1;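 active = inhibition above the mean of all tested compounds plus 3 SD, set per campaign, cut at about 14% in these data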;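 also: inhibitors block serine hydrolase probe labeling of LYPLA1 so polarization falls; 0% = enzyme with DMSO and 100% = wells lacking LYPLA1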
Target sequence (O75608 whole entry, looked up): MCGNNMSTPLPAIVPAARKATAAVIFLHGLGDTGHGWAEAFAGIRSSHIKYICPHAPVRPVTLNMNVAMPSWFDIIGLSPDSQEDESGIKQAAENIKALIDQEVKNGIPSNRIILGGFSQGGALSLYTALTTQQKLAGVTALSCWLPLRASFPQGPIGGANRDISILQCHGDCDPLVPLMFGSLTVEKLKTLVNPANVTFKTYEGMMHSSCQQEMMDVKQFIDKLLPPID
PAFAH2 FP inh: PAFAH2 enzyme inhibitors, primary screen, biochemical, fluorescence polarization, human. Platelet-activating factor acetylhydrolase 2, cytoplasmic (Homo sapiens), Q99487. recombinant PAFAH2, FP-rhodamine activity probe. inhibition, % at 3.39 µM. 0.99% of 340,000 active;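 active = inhibition above the mean over all tested compounds plus 3 SD, cut at about 30% in these data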;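 also: inhibitors block probe labeling of enzyme so polarization drops; 0% = enzyme with DMSO and 100% = wells lacking PAFAH2 protein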
pPAFAH FP inh: pPAFAH enzyme inhibitors, primary screen, biochemical, fluorescence polarization, human; inhibition, % at 3.39 µM; 1.5% of 330,000 active; AID 463082, 2010; recombinant pPAFAH, FP-rhodamine probe fluorescence polarization;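 active = inhibition above the mean inhibition across the screen plus 3 SD, cut at about 25% in these data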;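 also: inhibitors block binding of the rhodamine activity-based probe so polarization drops; 0% = enzyme with DMSO and 100% = wells lacking pPAFAH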
PME-1 primary: PME-1 inhibitors via competitive probe labeling, primary screen, biochemical, fluorescence polarization, FP-Rh probe, HTS; Protein phosphatase methylesterase 1 (Homo sapiens), Q9Y570; recombinant PME-1; inhibition, % at 5.9 µM; 0.53% of 320,000 active;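 active = inhibition above the campaign mean of all compounds plus 3 SD, cut at about 26% in these data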;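 also: competitive labeling of PME-1 active site by serine hydrolase directed probe; 0% = PME-1 with DMSO and 100% = wells lacking PME-1 enzyme; inhibitors block probe labeling so polarization falls and inhibition rises; many of its hits are not listed in these tables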
LYPLA2 counter: LYPLA2 inhibitors, primary screen, counter-screen for PME1 inhibitor project, biochemical, fluorescence polarization, FP-Rh probe ABPP | Acyl-protein thioesterase 2 (Homo sapiens), O95372 | recombinant LYPLA2 | inhibition, % at 5.9 µM | 0.38% of 320,000 active | AID 2177, 2009;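 active = inhibition above the screen-wide mean plus 3 SD, limit set per campaign, cut at about 26% in these data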;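 also: 0% = LYPLA2 with DMSO and 100% = wells lacking LYPLA2 enzyme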
Target sequence (O95372 whole entry, looked up): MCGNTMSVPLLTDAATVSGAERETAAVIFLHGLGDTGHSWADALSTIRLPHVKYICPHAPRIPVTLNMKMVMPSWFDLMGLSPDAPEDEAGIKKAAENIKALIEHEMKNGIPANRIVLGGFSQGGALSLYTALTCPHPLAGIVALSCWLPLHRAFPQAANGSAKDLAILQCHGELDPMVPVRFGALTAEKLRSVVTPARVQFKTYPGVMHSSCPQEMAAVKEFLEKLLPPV
Numbers without * were called inactive; . = no result given.

Values run as follows: PAFAH1B3 FP inh	GSTO1 inh	PAD4 FP inh	PAFAH1B2 inh	LYPLA1 inh	PAFAH2 FP inh	pPAFAH FP inh	PME-1 primary	LYPLA2 counter
1) O=C(COC(=O)C1=NN(c2ccccc2)C(=O)CC1)Nc1ccc([N+](=O)[O-])cc1C(F)(F)F
    0	.	3	8	1	4	18	2	4
2) O=C(O)/C(=C\c1cccs1)c1ccc(F)cc1
    6	3	2	6	3	-2	-1	9	7
3) OCC[C@H]1C[C@@H](O)[C@H](O)[C@]2(Cc3ccccc3CCO2)O1
    5	9	-1	4	-2	2	-2	-2	-1
4) COc1ccccc1/C=C1\SC(=O)N(CC(=O)NCCCn2ccnc2)C1=O
    5	8	0	-2	1	1	7	-2	-1
5) CNC(=O)CN1C(=O)NC2(CCc3ccccc32)C1=O (stereo not given)
    6	1	-5	1	-2	-10	1	-8	3
6) N#Cc1ccccc1NC(=O)COC(=O)CSc1nc2ccccc2o1
    -5	5	1	1	-2	-1	9	4	-2
7) Cc1ccc2c(c1)CCCN2C(=O)NC1CCCCC1
    -1	0	-1	8	1	6	-4	2	1
8) COc1ccc(C(=O)NCC(=O)OCn2nnc3ccccc3c2=O)cc1OC
    .	11	-3	.	-5	.	3	-2	0
9) C/C(N)=C(/C#N)C(=O)COC(=O)CNS(=O)(=O)c1ccc(C)cc1
    4	-5	0	5	-1	4	2	-1	-1
10) O=C(O)c1cccnc1Cl
    5	3	-5	2	-2	-7	0	7	1
11) CCCC(=O)N/N=C1\CS(=O)(=O)N(C)c2ccsc21
    12	8	-5	-3	-5	-5	-7	-7	-13
12) COc1ccc(C(CC(=O)O)NC(=O)c2ccco2)cc1 (stereo not given)
    -1	2	1	2	-1	2	-2	-3	4
13) O=C(O)CCN=C1CCc2ccccc2N1
    .	3	-3	.	2	.	0	5	4
14) COc1ccccc1NC(=O)c1ccc(NC(=O)CSc2nc(N)cc(=O)[nH]2)cc1
    -1	.	-7	5	-7	5	1	-2	-8
15) CCCN1CCc2nc(SCC(=O)Nc3ccc(C)c(Cl)c3)[nH]c(=O)c2C1
    0	-4	2	3	-4	3	3	-5	0
16) CCCn1nc2cc(C(=O)NC3CCc4ccccc43)ccc2c1OCC (stereo not given)
    -6	-3	-8	-3	-4	-13	1	-1	-7
17) NC(=O)c1cc2ccccc2o/c1=N\NC(=O)c1ccco1
    6	-14	0	-1	2	3	3	-3	1
18) Cc1cccnc1N1C(=O)c2ccc(C(=O)O)cc2C1=O
    4	6	0	6	-1	-2	0	8	4
19) CCN(CC)CCNC(=O)c1ccc2c(c1NCCO)C(=O)c1ccccc1C2=O
    .	25	-11	.	-2	.	-3	1	-5
20) O=c1[nH]c(=O)n(Cc2ccccc2)c2c1C(C(F)(F)F)(C(F)(F)F)N=C(c1ccco1)N2
    7	-6	-1	24	-2	8	3	-5	1
21) N#CC1=C(S)N(c2ccccc2)C(c2ccc(-c3cc(Cl)ccc3Cl)o2)NC1=O (stereo not given)
    5	-3	-5	7	1	-2	36*	12	-5
22) CCC(C)n1cnc2c(=O)oc3ccccc3c21 (stereo not given)
    14	4	-8	-2	-3	-1	5	1	2
23) S=c1[nH]nc(-c2ccccc2)n1/N=C/c1c[nH]c2ccccc12
    6	3	-6	2	-5	5	4	10	10
24) COc1ccc(F)cc1S(=O)(=O)NCC(c1ccco1)N1CCc2ccccc2C1 (stereo not given)
    5	-2	-3	-2	-1	4	3	2	-2
25) O=C(Nc1ccccc1F)c1ccc([N+](=O)[O-])s1
    9	44*	1	-2	4	-8	-1	6	7
26) COc1ccc(OCCCC(=O)OCC(=O)Nc2nnc(-c3ccccc3)o2)cc1
    5	.	-5	8	-2	4	20	1	2
27) CCN(CC)CCN1C(=O)C(O)=C(C(C)=O)C1c1ccc(OC)c(OC)c1 (stereo not given)
    5	1	3	5	-2	-2	4	-4	-1
28) N#C/C(C(=O)NCc1ccccc1)=C1\SC(CCO)C(=O)N1c1ccccc1 (stereo not given)
    6	4	0	9	-8	3	15	0	-5
29) c1ccc2c(c1)nnn1c3ccccc3nc21
    .	6	-2	.	-3	.	3	1	2
30) N#Cc1c(-c2cccs2)cc(-c2cccs2)[nH]c1=O
    .	-1	-5	.	1	.	-4	-4	-10

Some of these compounds in order of heavy-atom count, descending:
Values run as follows: PAFAH1B3 FP inh	GSTO1 inh	PAD4 FP inh	PAFAH1B2 inh	LYPLA1 inh	PAFAH2 FP inh	pPAFAH FP inh	PME-1 primary	LYPLA2 counter
21) N#CC1=C(S)N(c2ccccc2)C(c2ccc(-c3cc(Cl)ccc3Cl)o2)NC1=O (stereo not given)
    5	-3	-5	7	1	-2	36*	12	-5
27) CCN(CC)CCN1C(=O)C(O)=C(C(C)=O)C1c1ccc(OC)c(OC)c1 (stereo not given)
    5	1	3	5	-2	-2	4	-4	-1
23) S=c1[nH]nc(-c2ccccc2)n1/N=C/c1c[nH]c2ccccc12
    6	3	-6	2	-5	5	4	10	10
30) N#Cc1c(-c2cccs2)cc(-c2cccs2)[nH]c1=O
    .	-1	-5	.	1	.	-4	-4	-10
22) CCC(C)n1cnc2c(=O)oc3ccccc3c21 (stereo not given)
    14	4	-8	-2	-3	-1	5	1	2

New compounds follow:
Values run as follows: PAFAH1B3 FP inh	GSTO1 inh	PAD4 FP inh	PAFAH1B2 inh	LYPLA1 inh	PAFAH2 FP inh	pPAFAH FP inh	PME-1 primary	LYPLA2 counter
31) O=C(Nc1ccc(Br)cc1)C1CCCC1
    9	0	-4	4	-2	-4	6	-1	4
32) Cc1ccc(S(=O)(=O)N2CCCCC2)cc1NC(=O)c1c(-c2ccccc2)noc1C
    9	.	6	0	3	6	5	0	3
33) c1ccc(-c2nnc(C(c3ccccc3)c3ccccc3)o2)cc1
    3	-3	-3	5	-7	-5	10	-4	-1
34) CC(C)NC(=O)C1CCN(C2CCN(Cc3nc(C(C)C)cs3)CC2)CC1
    0	4	4	8	4	-4	0	1	3
35) N#C/C(=C\c1c[nH]c2ccccc12)C(=O)NCC1CCCO1 (stereo not given)
    6	-9	0	-1	2	-1	2	-1	2
36) COc1ccccc1C(=O)N1CCN(c2ccccn2)CC1
    6	3	-3	0	-1	-1	6	1	4
37) O=C(COc1ccc(S(=O)(=O)N2CCCC2)cc1)NCc1ccccn1
    9	4	1	-1	-1	8	0	1	5
38) CCC(=O)Nc1nc2cc(OC)ccc2s1
    4	1	-5	3	1	-4	5	-2	7
39) CN(C(=O)/C=C/c1ccc2c(c1)OCO2)c1ccccc1
    1	-8	-6	-3	0	0	3	3	-5
40) Cn1nc(OC(=O)Nc2ccc(Cl)cc2)cc1C(F)(F)F
    .	2	-1	.	-5	.	2	-2	-3

Complete entries as entered above. Screens in order: PAFAH1B3 FP inh | GSTO1 inh | PAD4 FP inh | PAFAH1B2 inh | LYPLA1 inh | PAFAH2 FP inh | pPAFAH FP inh | PME-1 primary | LYPLA2 counter
Listed for COc1ccccc1C(=O)N1CCN(c2ccccn2)CC1 : 6 | 3 | -3 | 0 | -1 | -1 | 6 | 1 | 4
Listed for Cc1ccc(S(=O)(=O)N2CCCCC2)cc1NC(=O)c1c(-c2ccccc2)noc1C : 9 | . | 6 | 0 | 3 | 6 | 5 | 0 | 3
Listed for Cn1nc(OC(=O)Nc2ccc(Cl)cc2)cc1C(F)(F)F : . | 2 | -1 | . | -5 | . | 2 | -2 | -3
Listed for CN(C(=O)/C=C/c1ccc2c(c1)OCO2)c1ccccc1 : 1 | -8 | -6 | -3 | 0 | 0 | 3 | 3 | -5

The list continues.
Values run as follows: PAFAH1B3 FP inh	GSTO1 inh	PAD4 FP inh	PAFAH1B2 inh	LYPLA1 inh	PAFAH2 FP inh	pPAFAH FP inh	PME-1 primary	LYPLA2 counter
41) CC1CCCCN1S(=O)(=O)c1ccc(C(=O)Nc2nnc(-c3cccs3)o2)cc1 (stereo not given)
    1	-4	1	5	1	13	8	3	-2
42) CC(C)N(Cc1nc(-c2ccccc2)no1)C(=O)Cc1ccccc1
    -1	3	3	10	-1	11	8	1	1
43) CCc1ccc(NC(=O)COC(=O)C2(c3ccc(Cl)cc3)CCCC2)cc1
    -1	-5	-1	15	-7	-6	0	-13	-19
44) Cn1c(=O)oc2cc(S(=O)(=O)N3CCN(c4ccccc4)CC3)ccc21
    1	-2	-5	1	-2	-6	-4	-7	-6
45) COc1ccc(-c2nnc(SC(C)C#N)o2)cc1 (stereo not given)
    2	-2	3	-3	4	-6	7	-4	4
46) O=C(Nc1cc2c(=O)n(-c3ccc(Oc4ccccc4)cc3)ccc2oc1=O)c1ccccc1
    12	-2	-5	6	-3	7	3	-5	-5
47) CN(Cc1ccccc1)S(=O)(=O)c1ccc2c(c1)n(C)c(=O)n2C
    4	1	3	-5	2	1	0	7	2
48) Cc1cc(OCC(=O)c2ccc(F)cc2)ccc1N1C(=O)CCC1=O
    5	5	-8	5	3	-8	9	0	2
49) Cc1cc(C)c2oc(-c3ccc(C)c(NC(=S)NC(=O)c4cccs4)c3)nc2c1
    -2	3	-1	2	2	-3	2	2	-7
50) O=C(Nc1ccc(F)cc1)Nc1ccc(N2CCOCC2)c2nonc12
    1	-4	-15	2	4	4	4	25	6
51) CN(C)c1ccc([N+](=O)[O-])cc1C(=O)O
    4	1	-5	-6	4	3	1	-4	1
52) Cc1ccc(C(=O)Nc2c3c(nn2C(C)(C)C)CS(=O)(=O)C3)cc1[N+](=O)[O-]
    -1	1	-3	1	1	-1	-2	10	-12
53) O=C(COc1ccccc1/C=C1\SC(=O)NC1=O)Nc1ccc(F)cc1
    -6	-18	2	-5	-7	-2	-6	-3	0
54) CCn1c2ccc(F)cc2c2nnc(NN)nc21
    3	-5	-8	-1	4	5	9	1	-3

Only part of the results is shown; count on the stated rates, not on these rows.
